Compound activity deposited in PubChem by NMMLSC.
MEP2-GFP yeast – modulators of MEP2-GFP levels in yeast, primary screen, S. cerevisiae, multiplex flow cytometry, MLPCN library | S. cerevisiae MEP2-GFP strain, 3 h; 100% = DMSO control level | GFP response vs DMSO, % at 10 µM | hit rate 0.51% among 330,000;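 active = GFP response versus DMSO above a set limit, roughly screen mean plus 3 SD, cut at about 180% in these data; inconclusive = fewer than 70 cells counted for a yeast strain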;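 note: median GFP fluorescence of the barcode-gated MEP2-GFP cells per well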
LAP4 TOR yeast – modulators of LAP4-GFP expression in yeast, primary screen, S. cerevisiae, multiplex flow cytometry, MLPCN library; 3 h; median GFP as percent of DMSO wells; GFP response vs DMSO, % at 10 µM; hit rate 0.34% among 320,000;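 active = GFP response vs DMSO above a set limit, about the screen mean plus 3 SD, cut at about 150% in these data; inconclusive = under 70 cell events counted for the yeast strain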
AGP1 TOR yeast – modulators of AGP1-GFP expression in yeast TOR pathway, primary screen, cell-based, multiplex flow cytometry, S. cerevisiae, MLPCN library. 3 h; GFP as percent of DMSO wells. GFP response vs DMSO, % at 10 µM. hit rate 0.02% among 320,000;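 active = GFP response relative to DMSO above a set limit, near screen average plus 3 SD, cut at about 150% in these data; inconclusive = fewer than 70 cells counted for the yeast strain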;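 note: median GFP channel fluorescence of the gated AGP1 strain per well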
CIT2-GFP yeast – modulators of CIT2-GFP expression in yeast, primary screen, S. cerevisiae, GFP fusion, multiplex flow cytometry, MLPCN library; S. cerevisiae CIT2-GFP strain, 3 h; 100 means same as DMSO wells; GFP response vs DMSO, % at 10 µM; hit rate 0.065% among 320,000;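 active = GFP response relative to DMSO above a set limit, near the screen mean plus 3 SD, cut at about 150% in these data; inconclusive = Fewer than 70 cells measured for a yeast strain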;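 note: ratio of well median GFP fluorescence to mean of DMSO wells on the plate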
VLA-4 inh – inhibition in human VLA-4 binding assay, primary screen, VLA-4 allosteric modulator project, MLPCN library, flow cytometry, VLA-4 expressing cells; Integrin alpha-4 (Homo sapiens), P13612; ligand binding flow cytometry; inhibition, % (about 7 µM as worked out from the volumes in the protocol); hit rate 0.2% among 330,000; in the data active = inhibition above about 50%
Target sequence (P13612 whole entry, looked up): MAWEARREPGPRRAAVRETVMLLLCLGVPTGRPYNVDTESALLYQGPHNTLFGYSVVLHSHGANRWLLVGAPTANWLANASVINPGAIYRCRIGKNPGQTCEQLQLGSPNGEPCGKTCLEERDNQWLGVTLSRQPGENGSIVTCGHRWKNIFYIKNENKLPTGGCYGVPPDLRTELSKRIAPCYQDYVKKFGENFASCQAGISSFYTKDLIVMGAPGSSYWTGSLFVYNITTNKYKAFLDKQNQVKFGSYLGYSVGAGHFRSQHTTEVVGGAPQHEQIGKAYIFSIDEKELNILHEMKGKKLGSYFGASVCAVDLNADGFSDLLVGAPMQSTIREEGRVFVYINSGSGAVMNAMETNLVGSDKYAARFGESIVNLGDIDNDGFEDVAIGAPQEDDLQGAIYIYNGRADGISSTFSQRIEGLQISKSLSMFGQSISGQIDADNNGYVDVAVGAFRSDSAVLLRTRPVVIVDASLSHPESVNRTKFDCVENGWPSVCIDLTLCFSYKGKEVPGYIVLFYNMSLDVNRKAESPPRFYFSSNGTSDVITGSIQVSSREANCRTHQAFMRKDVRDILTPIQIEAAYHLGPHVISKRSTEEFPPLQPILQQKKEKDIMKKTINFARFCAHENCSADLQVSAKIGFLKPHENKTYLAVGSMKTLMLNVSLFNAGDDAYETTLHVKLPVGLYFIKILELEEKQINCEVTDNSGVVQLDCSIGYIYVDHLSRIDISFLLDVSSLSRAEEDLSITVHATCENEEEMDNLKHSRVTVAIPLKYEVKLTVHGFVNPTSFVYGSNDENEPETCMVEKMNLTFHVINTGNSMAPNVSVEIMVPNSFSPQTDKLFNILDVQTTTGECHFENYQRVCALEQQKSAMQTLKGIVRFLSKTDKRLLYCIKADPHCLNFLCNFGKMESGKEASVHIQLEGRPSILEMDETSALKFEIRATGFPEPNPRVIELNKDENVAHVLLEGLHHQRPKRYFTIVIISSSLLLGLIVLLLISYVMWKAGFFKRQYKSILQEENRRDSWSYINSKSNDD
RPL19A-GFP yeast – RPL19A-GFP expression modulators in yeast, primary screen, cell-based, S. cerevisiae, multiplex flow cytometry, MLPCN; AID 2025, 2009; S. cerevisiae RPL19A-GFP strain, 3 h; hits give low values; hit rate 0.3% among 330,000; percent response vs DMSO, % at 10 µM;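 active = percent response vs DMSO below 50%; inconclusive = fewer than 70 events counted for the yeast strain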;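 note: median channel GFP fluorescence of the barcoded RPL19A-GFP strain; ratio of sample median GFP to plate DMSO average so 100% = DMSO; lower means less RPL19A-GFP as with rapamycin TOR inhibition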
CR mimetic SO – reduction of superoxide in aged yeast, primary screen, HTS. S. cerevisiae aged cells, superoxide DHE fluorescence; hits give low values. superoxide response (% of plate mean), % at 10 µM. hit rate 0.18% among 330,000. AID 2690, 2010;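 active = superoxide response under a set limit, about three screen SD below normal, cut at about 65% in these data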;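 note: yeast aged for seven days with compound at 30 °C before DHE staining; 100% = average MFI of all compound-treated wells on the plate with controls excluded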
GRK2 aptamer HTS – compounds blocking aptamer binding on GRK2 – biochemical, human GRK2, bead flow cytometry, HTS, primary screen | FAM-aptamer displacement from GRK2 | AID 488847, 2010 | hit rate 0.59% among 330,000 | inhibition of aptamer binding, % at 10 µM;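 active = inhibition of aptamer binding above 40%, roughly 3 SD of noise, on plates passing a quality check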;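 note: median bead fluorescence of bound FAM aptamer so fluorescent compounds give negative values; no value below 0 was filed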
* = called active by the depositor; i = inactive; ? = inconclusive; · = not tested or not shown.

SMILES	MEP2-GFP yeast	LAP4 TOR yeast	AGP1 TOR yeast	CIT2-GFP yeast	VLA-4 inh	RPL19A-GFP yeast	CR mimetic SO	GRK2 aptamer HTS
O=C(NC(=S)Nc1ccc(Cl)cn1)C12CC3CC(CC(C3)C1)C2	92	85	88	101	-3	95	97	3
CC(C)(C)c1ccc(CN(Cc2ccco2)Cc2nnnn2C2CCCC2)cc1	135	88	·	88	10	82	106	0
O=S(=O)(Cc1ccc(Cl)cc1)Nc1ccc(Cl)cn1	102	98	96	94	-4	93	90	1
CC(C)(C)NC(=O)C(=O)NNC(=O)c1cccc(F)c1	96	104	103	98	26	102	87	0
CC1Cn2c(CCc3ccccc3)nnc2S1 (stereo unspecified)	104	102	107	100	4	101	82	6
Cc1ccc(CCNC(=O)C2CCN(C(=O)N(C)C)CC2)cc1	103	102	105	99	26	100	84	3
CCOC(=O)[C@@H]1[C@H]2COc3ccccc3[C@H]2N2C(=O)N(c3ccc(Cl)cc3)C(=O)[C@]12C	92	120	88	73	6	95	96	1
COC(=O)c1sccc1NC(=O)CC1C(=O)NCCN1C(=O)Nc1ccc(C(F)(F)F)cc1 (stereo unspecified)	105	115	109	104	11	102	105	0
COc1ccc(N2CCN(C(=O)COc3ccc(S(=O)(=O)N4CCOCC4)cc3C)CC2)cc1	102	104	97	93	0	96	93	0
CN(C)C1(CNC(=O)C2CCN(S(=O)(=O)c3cccc(C(F)(F)F)c3)CC2)CCCCC1	108	80	97	110	13	107	100	0

Overlap with the part before: 3 compounds; new compounds follow.
SMILES	MEP2-GFP yeast	LAP4 TOR yeast	AGP1 TOR yeast	CIT2-GFP yeast	VLA-4 inh	RPL19A-GFP yeast	CR mimetic SO	GRK2 aptamer HTS
COC(=O)c1sccc1NC(=O)CC1C(=O)NCCN1C(=O)Nc1ccc(C(F)(F)F)cc1 (stereo unspecified)	105	115	109	104	11	102	105	0
COc1ccc(N2CCN(C(=O)COc3ccc(S(=O)(=O)N4CCOCC4)cc3C)CC2)cc1	102	104	97	93	0	96	93	0
CN(C)C1(CNC(=O)C2CCN(S(=O)(=O)c3cccc(C(F)(F)F)c3)CC2)CCCCC1	108	80	97	110	13	107	100	0
CC(C)C(=O)N1CCN(c2ccccc2NC(=O)c2cccc(Cl)c2)CC1	107	104	104	100	9	100	102	0
Cc1c(OCC(=O)NCCCn2ccnc2)ccc2c3c(c(=O)oc12)CCCC3	92	85	89	91	24	85	102	0
NC(=O)CSc1nccn1Cc1ccc(Cl)cc1	?	?	?	92	-6	86	78	0
COc1cccc(C(=O)N2CCN=C2SCc2cccnc2)c1OC	107	99	104	96	36	97	105	1
CCC(C)NC(=O)CN(c1ccc(OC)cc1)S(=O)(=O)c1ccc(NC(C)=O)cc1 (stereo unspecified)	98	104	100	100	5	96	99	1
Cc1ccc(Cn2nc(C)c(C(=O)N3CCN(S(=O)(=O)/C=C/c4ccccc4)CC3)c2C)cc1	95	93	96	88	-26	91	83	2
CCC(=O)Nc1ccc(C(=O)c2ccccc2)cc1	96	89	89	89	1	88	81	2
CCOC(=O)C1=C(COC(=O)C2(C)CC2(Cl)Cl)NC(=O)NC1c1ccccc1 (stereo unspecified)	108	117	102	78	-1	95	89	2
CC(Sc1ncnc2sccc12)C(=O)Nc1ccc(C(N)=O)cc1 (stereo unspecified)	103	105	98	90	-10	97	79	4
O=C(COC(=O)Cc1ccccc1F)NCCc1ccccc1	93	91	94	92	0	91	94	0
COCCCN1C(=O)C(=O)/C(=C(/O)c2ccc(OCC(C)C)cc2C)C1c1cccnc1 (stereo unspecified)	90	95	73	65	7	111	99	1
CC(=O)NCC(=O)N(Cc1ccco1)C1(C(=O)NC2CCCC2)CCCCC1	105	102	107	103	16	100	96	0
Cc1ccc2nc(-c3ccc(Br)cc3)cn2c1	138	110	105	95	6	95	91	5
CCOc1ccc(NC(=O)C2CCC(CNc3c(N4CCCCC4)c(=O)c3=O)CC2)cc1 (stereo unspecified)	104	101	96	98	-1	96	95	0
CSCCC(NC(=O)c1ccccc1Cl)C(=O)NCc1ccncc1 (stereo unspecified)	95	97	93	92	-1	92	98	2
CCOc1ccccc1NC(=O)CC1SC(=N)N(c2ccccc2)C1=O (stereo unspecified)	95	96	98	101	-4	94	104	2
COc1cccc(NC(=O)NC2CCCCC2C)c1 (stereo unspecified)	102	91	96	106	-2	105	111	5
CCOC(=O)c1cc(-c2ccccc2)nn1CC1CC(c2ccc(OC)cc2)=NO1 (stereo unspecified)	93	95	95	88	22	94	128	0
CC(c1nccs1)N(C)C(=O)CCc1nnc(-c2ccc(-c3ccccc3)cc2)o1 (stereo unspecified)	92	119	99	86	4	97	106	0
CCCCCN(C(=O)CCC(=O)OCC(=O)N(C)c1ccccc1)c1c(N)n(CCCC)c(=O)[nH]c1=O	96	107	101	91	-1	97	96	1
COC(=O)[C@@H](NC(=O)NC(C)CCc1ccccc1)C(C)C (stereo partly specified)	93	96	95	94	3	92	88	1
CCOC(=O)C1(Cc2cccc(OC)c2)CCN(Cc2cnc(C)s2)CC1	97	108	108	99	-6	102	102	0
OCC(CO)(CO)NCc1ccc(-c2ccccc2)cc1	106	104	103	109	-15	106	95	1
O=C(NNC(=O)C1CCC1)c1cccc(Cl)c1	106	104	95	93	2	101	102	3
COc1ccc(NC(=O)Cn2cccc2)cc1Cl	98	107	101	108	-6	99	102	0
CN(Cc1cnn(-c2ccccc2)c1)C(=O)C1CCC(=O)N(C2CC2)C1 (stereo unspecified)	98	80	95	106	-11	101	114	0
CC1(C)O[C@@H]2C[C@H]3[C@@H]4C[C@H](F)C5=CC(=O)CC[C@]5(C)[C@H]4[C@@H](O)C[C@]3(C)[C@]2(C(=O)CO)O1	94	112	89	86	32	93	100	1
O=C(N/N=C/c1ccc(Br)cc1)c1cc[n+](Cc2ccccc2)cc1	104	98	101	101	11	102	91	0
OCc1cn(-c2ccccc2)nc1-c1ccc(Br)cc1	103	92	93	95	7	99	82	0
O=C(Nc1ccc(S(=O)(=O)N2CCOCC2)cc1)c1ccc([N+](=O)[O-])o1	96	106	109	105	24	103	121	0
CCCOc1ccc(C(=O)NNC(=S)NC(=O)c2cccs2)cc1	114	141	110	90	13	111	270	0
CCN(CC)c1ncn(Cc2c(Cl)cccc2Cl)c2ncnc1-2	101	95	98	87	1	96	84	0
CCCCn1c(N)c(N(C)C(=O)c2ccc(-n3cccn3)cc2)c(=O)[nH]c1=O	95	97	100	99	28	94	88	0
CC(Sc1nc2sc3c(c2c(=O)n1-c1ccccc1)CCCC3)C(=O)O (stereo unspecified)	94	105	101	106	-3	100	97	0
CCOC(=O)CN1C(=O)N[C@@H](c2cccs2)C(C(C)=O)=C1C	99	138	90	122	-7	99	99	1
Nn1cnnc1N/N=C/c1ccc(F)cc1	104	93	99	98	13	100	99	1
O=C(O)COc1ccc(Br)cc1C(c1c(C(=O)O)[nH]c2ccccc12)c1c(C(=O)O)[nH]c2ccccc12	103	95	100	95	-2	99	89	21
Cc1ccc(S(=O)(=O)N2CCN(S(C)(=O)=O)C2c2ccccc2)cc1 (stereo unspecified)	108	106	101	99	4	102	95	0
NC(CC(=O)O)c1ccc(F)cc1 (stereo unspecified)	112	99	97	99	14	99	90	0
Cc1ccc(OCC(=O)N(Cc2ccccc2)C(C)(C)C)c([N+](=O)[O-])n1	105	100	102	100	16	104	85	1
CCCOc1ccc(N2CC(C(=O)Nc3ccc(N4CCOCC4)cc3)CC2=O)cc1 (stereo unspecified)	96	99	95	97	-8	97	115	0
O=C(NNC(=O)c1cc(-c2ccccc2)nc2ccccc12)c1csc(N2CCOCC2)n1	95	99	96	97	4	92	109	10
O=C1c2ccccc2NC(c2ccccc2)N1NS(=O)(=O)c1ccccc1 (stereo unspecified)	101	98	101	100	7	100	98	0
O=C(/C=C/c1ccccc1)Nc1cccnc1Oc1ccccc1F	94	116	95	87	0	94	91	1
Cc1ccc2c(c1)[C@H]1[C@H](CO2)[C@H](c2ccccc2)[C@]2(C)C(=O)NCC(=O)N12	97	90	96	97	16	97	84	4
Cc1ccc(S(=O)(=O)N2CCCC(C(=O)NC3CCCC3)C2)cc1Cl (stereo unspecified)	105	87	106	107	3	103	94	1
O=[N+]([O-])c1ccc(N2CCOCC2)cc1SCc1ccco1	110	104	104	98	18	106	94	1
CC1(C)Cc2cccc(OCC(=O)Nc3cccnc3)c2O1	99	99	106	101	-1	98	i	0
O=C(Nc1ccc(-c2cn3c(n2)SCC3)cc1)c1ccco1	93	101	100	85	4	99	101	0
Cc1ccccc1NC(=S)N1CCN(c2ccccc2C)CC1	108	98	103	105	2	112	93	1

Next part.
SMILES	MEP2-GFP yeast	LAP4 TOR yeast	AGP1 TOR yeast	CIT2-GFP yeast	VLA-4 inh	RPL19A-GFP yeast	CR mimetic SO	GRK2 aptamer HTS
Cc1cccc(OCc2n(CC(=O)OC3CC(C)CCC3C(C)C)c3ccccc3[n+]2C)c1 (stereo unspecified)	102	104	111	105	12	106	97	0
Cc1onc(-c2c(F)cccc2Cl)c1C(=O)OCC(=O)NCc1ccco1	105	107	100	98	32	99	97	2
O=C(CNC(=O)c1cccs1)NCCN1CCC(Cc2ccccc2)CC1	103	96	97	103	1	101	113	0
O=C(OCc1c(-c2ccccc2)ncc2ccccc12)c1ccccc1C(F)(F)F	108	109	95	92	-10	97	104	6
CSCC[C@H](N)C(=O)N1CCC(C(=O)N[C@@H](C)C(=O)NCc2ccc(F)cc2)CC1	102	97	99	102	12	98	93	0
Nc1ccc2c(c1)CC(=O)c1ccccc1S2	96	89	97	89	10	96	110	3
CCc1ccc(-n2cc(-c3ccc(F)cc3)[n+]3c2SCCC3)cc1	90	84	86	83	2	85	95	0
COc1ccc(N2CCN(C3CC(=O)N(Cc4ccc(N5CCCC5=O)cc4)C3=O)CC2)cc1 (stereo unspecified)	99	95	106	·	1	107	95	19
COC(=O)[C@]1(Cc2ccccc2)N[C@H](CN(C)C(=O)Nc2ccc(F)cc2)[C@@H]2C(=O)N(Cc3ccccc3)C(=O)[C@@H]21	95	90	95	91	1	97	87	2
Cc1ccc2c(c1)N(C(=O)CCC(=O)NCCCN1CCC(Cc3ccccc3)CC1)CCO2	95	112	107	111	-4	98	99	0
NNC(=S)NC1CCS(=O)(=O)C1 (stereo unspecified)	99	104	101	95	14	97	119	0
CC(Sc1nc(N)cc(N)n1)C(=O)NCC1CCCO1 (stereo unspecified)	93	95	93	84	11	96	101	3
CCOC(=O)Cc1csc(NC(=O)COc2ccc(N(C)S(=O)(=O)c3ccc(C)cc3)cc2)n1	101	107	·	98	-2	103	98	1
O=C(CSc1ncn[nH]1)c1cc2ccccc2o1	89	92	85	·	3	84	117	3
Cc1cccc(NC(=O)c2ccc(COc3cccc4ccccc34)o2)n1	102	113	95	99	-1	102	92	0
O=C(Nc1nnc(-c2ccc3c(c2)CCCC3)o1)c1c(F)cccc1F	83	96	96	88	-5	90	105	0
O=C(NCc1ccc2c(c1)OCO2)c1nn2cccnc2c1Cl	102	99	97	101	-2	97	103	4
CC(=O)Nc1ccc2c(c1)CN(c1cc(C)ccc1C)CO2	103	88	103	111	13	110	105	6
COc1cc(NC(=O)CN2C(=O)NC(C)(c3ccccc3)C2=O)c(C)cc1[N+](=O)[O-] (stereo unspecified)	93	93	99	97	9	99	86	1
CCOC(=O)C1C(c2ccccc2Cl)NC(=O)N(C)C1(O)C(F)(F)F (stereo unspecified)	100	92	91	92	-1	·	107	1
